# Screening results deposited in PubChem by National Center for Advancing Translational Sciences (NCATS).
# CCT chaperon mod: changes cytosolic chaperonin activity; purified chaperonin ATPase assay, HTRF ADP detection, 30 min; activity change, % (test concentration not listed), hits read low; actives 0.3% (n = 360,000); AID 651819; in the data active means activity change below about -30%; further: on the % scale 0 is the no-effect control and ±100 the full control effect
#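 We incubate TRiC, 40 or 20 nM final, with library compounds at 76 uM and 10 uM ATP for 30 min at 37 °C. ADP formed is detected with Transcreener HTRF reagents after 30 min at room temperature.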
# Nrf2 activator: activates Nrf2 signaling. AID 624171. actives 0.31% (n = 410,000). AREc32 ARE-luciferase reporter (MCF7-derived line), luminescence, 24 h. Potency, µM (highest dose often 46.1 µM), without a hit: at the highest dose activation, most hits filed as activators; further: potency means the concentration at half of the fitted maximal effect; % of control where 0% means no effect; nearly all actives have a fitted effect of over 65% in size
#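 ARE-driven firefly luciferase activity in AREc32 cells measured after a 24 hr compound exposure at 37 deg C, using Steady-Glo reagent and a 30 min room-temperature hold.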
# A549 tox: A549 cytotoxicity, counter-screen for Nrf2 inhibitors | AID 504648 | actives 0.16% (n = 390,000) | Potency, µM (series often up to 46 µM), for inactives: at the top dose activity change, negative = cytotoxicity, hits mostly inhibitors | A549 ARE-Fluc cells, CellTiter-Fluor viability, 18-24 h; further: potency means the concentration at half of the fitted maximal effect; on the % scale 0 is the no-effect control and ±100 the full control effect
#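 Cytotoxicity counterscreen: CellTiter-Fluor fluorescence was measured in A549 ARE_Fluc cells after 18-24 h of compound exposure in a concentration series. The subsequent BugLite luminescent read reports ARE-luciferase activity.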
# MmCpn inh: M. maripaludis TRiC chaperonin inhibition; purified Mm-Cpn ATPase, ADP Transcreener TR-FRET; Potency, µM (highest dose often 76.9 µM), for inactives: at the highest dose activity, negative = inhibition, actives largely listed as inhibitors; actives 0.031% (n = 330,000); further: potency means the concentration at half of the fitted maximal effect; on the % scale 0 is the no-effect control and ±100 the full control effect; nearly all actives have a fitted effect of over 80% in size
#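 Quantitative HTS used 25 nM Mm-CPN and 10 uM ATP in magnesium/KCl Tris buffer, pH 7.4, with 1 mM DTT. Hydrolysis ran 30 min at 37°C; ADP was read by HTRF.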
# TGFb SMAD3 inh: TGF-b pathway inhibition | AID 588855 | actives 1.2% (n = 410,000) | HepG2 CAGA-GFP TGF-b/SMAD3 reporter, GFP fluorescence, 18 h; TGF-beta stimulated, 500 pg/mL final | Potency, µM (series often up to 46.1 µM), inactives show at the top dose activity, negative = inhibition, hits mostly inhibitors; further: potency means the concentration at half of the fitted maximal effect; on the % scale 0 is the no-effect control and ±100 the full control effect; nearly all actives have a fitted effect of over 65% in size
#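 Inhibition of TGF-beta-driven CAGA-GFP reporter expression in HEPG2 cells is measured by cellular GFP fluorescence after 18 h stimulation with 500 pg/mL recombinant TGF-beta in 1% FBS medium at 37 degrees C.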
# Nrf2 inh: blocks Nrf2 signaling; A549 ARE-Fluc reporter, luciferase luminescence, 18-24 h; Potency, µM (titrated, usually from 46 µM), for inactives: top-dose activity change, negative = inhibition, usual class: inhibitors; actives 2.1% (n = 360,000); further: potency means the concentration at half of the fitted maximal effect; on the % scale 0 is the no-effect control and ±100 the full control effect; nearly all actives have a fitted effect of over 60% in size
#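 Two sequential reads on A549 ARE_Fluc cells exposed to compound for 18-24 h: a CellTiter-Fluor fluorescence read for viability, then a luciferase luminescence read for Nrf2/ARE activity.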
# pAkt inh: Akt phosphorylation inhibition | Neuro2A IGF-stimulated pAkt S473 HTRF, 20 min; stronger effect = lower value | activity change, % for hits at 50 µM | actives 0.32% (n = 360,000) | AID 651550; in the data active means activity change below about -80%; inconclusive means mostly about -51% to -80%; further: on the % scale 0 is the no-effect control and ±100 the full control effect
#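 Neuro2A cells in DMEM with 0.5% FBS, overnight at 37 deg C, given compound at single 50 µM final, then IGF (6 nM final) for 20 min at 37 deg C. Lysed; phospho-Akt Ser473 by HTRF after 24 h, 665/615 ratio.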
# EPAC2 ag: activates human EPAC2 exchange factor | Potency, µM (top dose mostly 154 µM), without a hit: at the top dose activation, usual class: activators | actives 0.079% (n = 360,000) | EPAC2 activation, biochemical qHTS; response scale: 100% = 6.5 mM cAMP response | Q8WZA2 | AID 720711; further: potency means the concentration at half of the fitted maximal effect; nearly all actives have a fitted effect of over 50% in size
# Target sequence (Q8WZA2 whole entry, looked up): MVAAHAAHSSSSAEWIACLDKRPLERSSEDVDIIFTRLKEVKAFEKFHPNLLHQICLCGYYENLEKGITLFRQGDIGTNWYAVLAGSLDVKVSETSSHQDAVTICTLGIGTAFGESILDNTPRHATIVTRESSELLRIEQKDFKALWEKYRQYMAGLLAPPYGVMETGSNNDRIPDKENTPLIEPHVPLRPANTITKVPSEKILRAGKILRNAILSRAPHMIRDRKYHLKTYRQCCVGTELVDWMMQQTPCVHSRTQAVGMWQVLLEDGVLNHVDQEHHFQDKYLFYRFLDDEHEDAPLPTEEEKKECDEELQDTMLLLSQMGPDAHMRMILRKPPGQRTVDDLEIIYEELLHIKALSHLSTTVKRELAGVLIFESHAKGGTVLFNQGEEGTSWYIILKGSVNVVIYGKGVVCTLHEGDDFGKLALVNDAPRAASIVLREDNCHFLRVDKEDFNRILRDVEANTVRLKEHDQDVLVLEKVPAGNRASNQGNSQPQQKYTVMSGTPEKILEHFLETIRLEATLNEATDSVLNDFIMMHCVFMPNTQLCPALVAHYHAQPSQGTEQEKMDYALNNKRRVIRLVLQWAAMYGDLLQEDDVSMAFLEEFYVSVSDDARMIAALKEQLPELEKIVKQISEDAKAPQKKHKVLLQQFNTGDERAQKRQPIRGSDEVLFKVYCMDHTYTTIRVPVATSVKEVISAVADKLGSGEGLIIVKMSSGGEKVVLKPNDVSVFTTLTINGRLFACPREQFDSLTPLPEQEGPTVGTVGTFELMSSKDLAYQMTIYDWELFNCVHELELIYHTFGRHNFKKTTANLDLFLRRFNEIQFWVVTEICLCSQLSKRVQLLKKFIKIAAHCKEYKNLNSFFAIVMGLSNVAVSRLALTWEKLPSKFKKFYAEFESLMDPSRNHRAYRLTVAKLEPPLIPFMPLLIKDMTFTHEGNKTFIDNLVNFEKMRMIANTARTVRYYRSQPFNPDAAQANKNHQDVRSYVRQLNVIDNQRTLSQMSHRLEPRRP
#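 EPAC2 (100 nM) mixed with Rap1B loaded with BODIPY-GDP (250 nM) plus 50 uM unlabeled GDP; compounds pinned in, 5 min RT, then read every 5 min for 30 min (ex 480, em 540 nm). Normalized to cAMP control.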
# EPAC2 antag: antagonists of human EPAC2; Q8WZA2; EPAC2 GEF exchange of Rap1B-BODIPY-GDP, fluorescence; Potency, µM (series often up to 114 µM), inactives show top-dose activity, negative = inhibition, usual class: inhibitors; actives 0.18% (n = 360,000); further: potency means the concentration at half of the fitted maximal effect; on the % scale 0 is the no-effect control and ±100 the full control effect; nearly all actives have a fitted effect of over 45% in size; many of its hits are not listed in these tables
# An asterisk follows results filed as active; i = inactive; u = inconclusive; x = not tested or not shown. Unless noted, the call rests on the fitted dose curve; in most records, active means well fitted curve in the direction sought with a large enough effect; inconclusive means small, poorly fitted or top-dose-only effect, or another doubt; inactive means no such curve, though single readings can be large; an effect the other way counts as inactive or inconclusive. Only part of the results is shown, so the mix of outcomes need not match the whole.
SMILES,CCT chaperon mod,Nrf2 activator,A549 tox,MmCpn inh,TGFb SMAD3 inh,Nrf2 inh,pAkt inh,EPAC2 ag,EPAC2 antag
CC1(C)CC(N=C2C([N+](=O)[O-])=CC=C3C2=NC2(CCCCC2)N3O)CC(C)(C)N1,-1.4,-1.0%,u,-4.3%,6.1%,-2.7%,i,-0.2%,2.0%
CCOc1ccc(NC(=S)NCc2ccc3[nH]c(C)cc3c2)cc1,-0.1,3.8%,-3.0%,-25.4%,u,-18.3%,i,10.1%,-16.8%
Cc1cc2ccccc2n1-c1ccc(C(=O)N2CCC(C(=O)NCc3ccc(F)cc3)CC2)s1,x,0.7%,-16.4%,x,u,u,x,x,x
CCOc1ccc(C(CC(=O)O)NC(=O)C23CC4CC(CC(C4)C2)C3)cc1OC (configuration not stated),-3.1,-0.2%,3.3%,-5.4%,7.6%,-4.2%,i,23.2%,4.5%
CC(Sc1nccn1C)C(=O)Nc1ccc(C(N)=O)cc1 (configuration not stated),0.9,0.1%,2.0%,-1.1%,2.9%,1.7%,i,-2.3%,9.4%
CCc1ccc(NC(=O)[C@H](C)NC(=O)C2CCN(C(=O)[C@@H](N)CC(C)C)CC2)cc1,-0.2,0.0%,0.3%,0.0%,u,5.9%,i,13.9%,17.7%
COc1ccccc1CN1CCNC(=O)C1CC(=O)NCCCn1cccn1 (configuration not stated),0.2,0.1%,-0.4%,1.3%,3.2%,2.9%,i,15.2%,-2.9%
Cc1cccc(NS(=O)(=O)c2cc(C(=O)NCc3ccccn3)ccc2C)c1,-0.2,-0.3%,-1.9%,0.8%,-9.1%,-8.1%,i,1.4%,3.1%
Cc1ccc(S(=O)(=O)NC(C(=O)N2CCOCCOCCOCCOCC2)C(C)C)cc1 (configuration not stated),0.7,0.4%,1.5%,1.2%,14.7%,21.3%,i,1.0%,1.1%
COc1ccccc1-c1nnc(SCC(=O)N2CCOCC2)o1,1.1,18.6%,-8.5%,0.3%,11.0%,u,i,-4.4%,3.8%
O=C(C1CCCCC1)N1CCC(n2nnc3ccccc32)CC1,-1.9,-0.8%,-2.0%,-0.3%,-8.3%,-10.1%,i,3.0%,1.2%
O=C(NNC(=O)c1csc(-c2ccccc2)n1)c1ccccc1,1.1,-1.0%,x,x,u,x,i,-14.2%,u
COc1ccc(/C=N/NC(=O)CNc2ccc(Br)cc2)c(C(=O)O)c1OC,1.2,3.6%,8.4%,-1.8%,-0.2%,17.8%,i,2.6%,-9.6%
NC(=O)c1csc(CCNC(=O)c2ccccc2)n1,-3.0,1.9%,x,x,0.0%,x,i,2.0%,5.5%
Cn1c(CC(=O)NCCO)c(Sc2ccccc2)c2ccccc21,-1.6,0.8%,0.2%,0.6%,18.0%,2.7%,i,-3.8%,-0.2%
Cc1cc(NC(=O)CSc2nc3cc(Cl)ccc3o2)no1,0.2,-0.3%,-0.7%,0.8%,1.3%,9.4%,i,3.7%,-1.3%
CCCS(=O)(=O)N1CCN(Cc2ccncc2)CC1,-3.4,-0.2%,-3.1%,1.1%,-3.9%,-2.1%,i,3.4%,8.8%
CC[C@]12c3[nH]c4ccccc4c3CCN1C(=O)C(CC(=O)NCCCn1ccnc1)C[C@@H]2C(=O)N1CCN(C(=O)C2CC2)CC1 (some centres not stated),0.3,0.0%,3.5%,-2.4%,-6.1%,0.2%,i,15.6%,4.6%
CC(C)(C)c1nc2ccccc2[nH]1,-1.0,-0.8%,-4.2%,-2.0%,-22.5%,-5.9%,i,-6.1%,5.0%
CCOC(=O)c1sc(N)c(C#N)c1COC(=O)C1=COCCO1,-0.3,0.1%,0.2%,-3.9%,9.9%,11.1%,i,7.1%,-1.1%
CCCCCCCCCCCCOC1OC(CO)C(O)C(O)C1NC(C)=O (configuration not stated),-0.7,-0.1%,0.4%,1.4%,8.2%,3.5%,i,-8.3%,12.3%
Cc1ccccc1C(=O)Nc1ccc(-c2nnc(SC(C)C(=O)O)n2C)cc1 (configuration not stated),0.4,-2.1%,10.7%,3.0%,-12.9%,2.1%,i,-1.3%,-1.5%
S=c1[nH]nc(-c2cccnc2)n1/N=C/C(Cl)=C\c1ccccc1,-0.4,u,-5.7%,-0.5%,-25.6%,u,i,6.1%,13.8%
COc1cc(OC)c(NC(C)C(=O)NCc2ccccc2)cc1Cl (configuration not stated),-2.2,3.8%,-2.6%,-9.4%,0.0%,1.9%,i,13.1%,3.9%
COc1ccc(CCn2c3c(c(=O)[nH]c2=O)C(NC(=O)c2ccccc2OC)(C(F)(F)F)C(=O)N3)cc1OC (configuration not stated),x,-0.7%,1.7%,x,18.7%,11.5%,x,x,x
COc1cccc(Oc2ccc(C(F)(F)F)cc2NC(=O)CN2C(=O)NC3(CCCC3)C2=O)c1,-0.7,7.0%,-15.7%,-0.6%,17.8µM*,3.5%,i,-1.9%,-2.8%
Cc1c(Cl)cccc1NC(=O)CN1CCC(C(O)(c2ccccc2)c2ccccc2)CC1,-1.8,11.1%,-22.2%,0.6%,-20.9%,-22.9%,i,9.8%,-1.7%
C/C(=N/NC(=O)c1ccncc1)c1ccc2c(c1)OCO2,-0.4,-0.6%,6.1%,0.9%,-3.9%,-2.5%,i,0.3%,3.1%
O=C(c1ccc(CNS(=O)(=O)c2cccc(Cl)c2)cc1)N1CCCCC1,1.0,-0.9%,-5.0%,1.5%,-0.5%,u,i,-3.7%,3.9%
CCOC(=O)N1CCC(N2Cc3cccc(C(=O)Nc4ccc(OCC)cc4)c3C2=O)CC1,-0.7,0.3%,0.8%,-0.6%,10.7%,3.8%,i,3.5%,-9.1%
COc1ccc(/C=N/N2CCOCC2)cc1OCc1ccccc1,0.4,2.3%,-7.4%,3.8%,12.0%,4.1%,i,4.4%,3.4%
O=[N+]([O-])c1ccc2[nH]c(=S)[nH]c2c1,-1.2,0.7%,-8.4%,x,0.9%,u,i,-4.4%,0.4%
Clc1cccc(CSc2nnc([C@@H]3CCCN3)o2)c1,-0.8,-0.3%,-3.8%,-2.3%,-3.1%,-11.5%,i,10.9%,-4.3%
NS(=O)(=O)c1ccc(CCNC(=O)COC(=O)/C=C/c2ccc(Cl)cc2)cc1,-2.6,0.0%,-1.4%,1.8%,0.9%,4.3%,i,0.3%,-13.7%
COc1ccc(OC)c(N/C(=N/c2nc(C)cc(C)n2)NC(C)=O)c1,1.0,-0.7%,-1.5%,-0.2%,0.1%,20.7%,i,1.1%,5.6%
Cc1ccc(C2C(C#N)=C(N)OC3=C2C(=O)CCC3)s1 (configuration not stated),-1.9,0.5%,0.6%,1.7%,-5.2%,6.2%,i,-0.5%,3.5%
COc1ccccc1-c1nc2c3c(-c4ccccc4)c(-c4ccccc4)oc3ncn2n1,x,12.9%,-1.9%,x,-24.3%,2.3%,x,x,x
COC(=O)c1cc(CSc2nnc(-c3ccccc3)c(-c3ccccc3)n2)oc1C,-0.5,1.6%,-13.5%,-6.4%,u,20.6µM*,i,-5.2%,-0.2%
CC(C)(C)NC(=O)CN(C(=O)CCC(=O)Nc1nccs1)c1ccc2c(c1)OCCO2,-1.6,-0.6%,6.2%,-1.5%,-13.2%,1.6%,i,14.4%,-1.2%
COc1ccc(S(=O)(=O)N(C)c2ccc(C(=O)NCc3ccccn3)cc2)cc1OC,0.2,-0.1%,1.4%,-0.2%,0.0%,-11.9%,i,1.1%,-0.9%
COc1ccccc1N(C)c1cc2c(c3c1ccn3C)C1CCC2C1 (configuration not stated),1.0,-1.0%,x,x,-27.3%,x,i,7.2%,-27.2%
CC(C)C(OC(=O)c1cccs1)C(=O)NCc1ccccc1 (configuration not stated),-2.5,-1.3%,3.5%,3.4%,2.1%,0.7%,i,9.3%,-4.7%
O=C(c1ccc(Cl)c(S(=O)(=O)N2CCCCC2)c1)N1CCCCCC1,1.4,-0.7%,-5.1%,2.6%,0.4%,-1.2%,i,4.4%,-3.0%
Cc1cccc(C)c1NC(=O)CNC(=O)C(C)N1CCCCC1 (configuration not stated),-2.2,0.2%,-3.3%,0.3%,u,18.6%,i,7.2%,0.2%
COc1ccc(/C=N/NC(=O)c2ccco2)cc1Cn1nc(C)cc1C,-2.6,11.1%,1.2%,-0.9%,9.9%,-5.5%,i,2.8%,8.1%
Cc1ccc(S(=O)(=O)NC(=O)NC(C)(C)C)cc1,1.3,-0.6%,-11.6%,1.9%,21.1%,3.5%,i,0.4%,-2.0%
Cc1ccccc1CNc1ccc(C(CC(N)=O)NC(=O)c2ccccc2)cc1[N+](=O)[O-] (configuration not stated),-0.2,3.6%,-14.0%,0.0%,-22.9%,u,i,6.9%,-4.0%
OC(CN1CCCCC1)CN1CCCCC1,-1.5,-1.0%,-18.6%,-0.2%,-0.9%,23.1%,i,-1.5%,6.5%
COc1ccc(CNC(=O)c2ccccc2SC)cc1,0.4,0.3%,12.2%,-3.2%,2.6%,x,i,10.8%,10.0%

# Laid out differently: results already given.
Molecule: O=C(c1ccc(CNS(=O)(=O)c2cccc(Cl)c2)cc1)N1CCCCC1
- CCT chaperon mod = 1.0
- Nrf2 activator = -0.9%
- A549 tox = -5.0%
- MmCpn inh = 1.5%
- TGFb SMAD3 inh = -0.5%
- Nrf2 inh = u
- pAkt inh = i
- EPAC2 ag = -3.7%
- EPAC2 antag = 3.9%
Molecule: Cc1cc2ccccc2n1-c1ccc(C(=O)N2CCC(C(=O)NCc3ccc(F)cc3)CC2)s1
- CCT chaperon mod = x
- Nrf2 activator = 0.7%
- A549 tox = -16.4%
- MmCpn inh = x
- TGFb SMAD3 inh = u
- Nrf2 inh = u
- pAkt inh = x
- EPAC2 ag = x
- EPAC2 antag = x
Molecule: OC(CN1CCCCC1)CN1CCCCC1
- CCT chaperon mod = -1.5
- Nrf2 activator = -1.0%
- A549 tox = -18.6%
- MmCpn inh = -0.2%
- TGFb SMAD3 inh = -0.9%
- Nrf2 inh = 23.1%
- pAkt inh = i
- EPAC2 ag = -1.5%
- EPAC2 antag = 6.5%
